S1P4 antagonist = antagonists of human S1P4 receptor | O95977 | S1P4-expressing cells, antagonist mode, reporter read-out | inhibition, % at 4.98 µM | actives 0.26% (n = 220,000); in the data active = inhibition above about 29%;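 also: 0% = wells stimulated with agonist and 100% = vehicle wells without agonist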
Target sequence (O95977 whole entry, looked up): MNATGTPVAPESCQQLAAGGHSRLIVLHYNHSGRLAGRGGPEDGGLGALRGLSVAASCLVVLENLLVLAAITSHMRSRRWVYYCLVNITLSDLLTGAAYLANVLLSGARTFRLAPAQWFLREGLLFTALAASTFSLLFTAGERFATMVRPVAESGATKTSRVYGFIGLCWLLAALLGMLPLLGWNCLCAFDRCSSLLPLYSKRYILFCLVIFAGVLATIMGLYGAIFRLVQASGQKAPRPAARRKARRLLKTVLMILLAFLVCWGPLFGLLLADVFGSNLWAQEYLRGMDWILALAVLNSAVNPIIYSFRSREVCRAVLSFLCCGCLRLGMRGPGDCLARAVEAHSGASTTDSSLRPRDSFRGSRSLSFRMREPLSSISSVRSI
BaF3 tox = parental Ba/F3 viability inhibition as JAK2V617F counter-screen; CellTiter-Glo ATP luminescence; inhibition, % at 5.6 µM; actives 1.1% (n = 220,000);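 active = inhibition above a per-campaign cutoff, the mean inhibition of all tested compounds plus 3 SD, cut at about 27% in these data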;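 also: 0% = DMSO wells and 100% = JAK Inhibitor I control wells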
TRPML3 agonist = human mucolipin-3 channel agonism | Q8TDD5 | HEK293 TRPML3-YFP, Fluo-8 calcium fluorescence; 100% = the carbachol control signal | activation, % at 3 µM | actives 0.29% (n = 220,000);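 active = activation above its plate's cutoff, the mean activation of the plate's test wells plus 3 SD, cut at about 12% in these data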;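 also: 0% = DMSO only wells and 100% = carbachol wells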
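system = HEK293 cells stably carrying human TRPML3-YFP | doses = one concentration, 3 µM nominal, 0.3% DMSO | timing = dye loading 1 h 37 °C then 30 min ambient, 125 s read | detection = Fluo-8 calcium dye fluorescence, ex 470-495, em 515-575 nm | benchmarks = high control carbachol 87 µM, low control DMSO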
Ba/F3 V617F tox = lowers viability of Ba/F3 cells expressing EpoR and JAK2V617F. inhibition, % at 5.6 µM. ATP luminescence. AID 1446. actives 1.1% (n = 220,000);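 active = inhibition above the campaign mean plus 3 SD over all tested compounds, cut at about 24% in these data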;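 also: cytokine-independent growth of Ba/F3 cells driven by EpoR plus mutant JAK2; 0% = DMSO-treated cells and 100% = JAK inhibitor I control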
Calpain2 inh = inhibitors of pig calpain II. inhibition, % at 16 µM. AID 1236. actives 0.37% (n = 220,000). purified calpain II, fluorogenic peptide substrate, 30 min;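 active = inhibition above about 50%, limit read from the data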
PERK inh = inhibitors of human PERK kinase; actives 0.17% (n = 220,000); Q9NZJ5; CHO PERK-DD fusion, SEAP luminescence translation reporter; inhibition, % at 5.6 µM;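 active = inhibition above the mean inhibition of all tested compounds plus 3 SD, set separately per screening campaign, cut at about 2.9% in these data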;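 also: PERK kinase domain activated by AP20187 dimerizer at 100 nM; 0% = DMSO with dimerizer and 100% = rapamycin at 8.4 µM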
zfTRPN1 agonist = activates the zebrafish TRPN1 channel | HEK293 zebrafish TRPN1-YFP, Fluo-8 calcium fluorescence; 100% = response to 87 µM carbachol | activation, % at 3 µM | actives 0.18% (n = 220,000);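 active = activation above its plate's cutoff, the mean activation of test wells on that plate plus 3 SD, cut at about 19% in these data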;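 also: 0% = DMSO alone and 100% = 87 µM carbachol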
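Assay system: Zebrafish TRPN1-YFP in HEK293 cells | Incubation: Dye loading 1 h at 37 °C, then 30 min room temperature | Measured by: Kinetic Fluo-8 fluorescence, ex 470-495, em 515-575 nm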
S1P4 agonist = activates the human S1P4 receptor | O95977 | S1P4-expressing cell line, agonist reporter assay | activation, % at 4.98 µM | actives 0.35% (n = 220,000); in the data active = activation above about 11%;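 also: 0% = DMSO vehicle and 100% = reference agonist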
EP2 mod = modulators of human EP2 prostaglandin E2 receptor | EP2-expressing cells, cAMP HTRF FRET, PGE2 co-stimulation | induction, % at 25 µM | actives 0.83% (n = 260,000);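 active = compounds whose cAMP rise, as percent of the full-agonist control response, exceeds 60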;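 also: rat C6 glioma line stably carrying human EP2 under a CMV promoter; the protocol text gives 20 µM as final concentration; 100% = response of wells given 1 µM PGE2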
Target sequence (P43116 whole entry, looked up): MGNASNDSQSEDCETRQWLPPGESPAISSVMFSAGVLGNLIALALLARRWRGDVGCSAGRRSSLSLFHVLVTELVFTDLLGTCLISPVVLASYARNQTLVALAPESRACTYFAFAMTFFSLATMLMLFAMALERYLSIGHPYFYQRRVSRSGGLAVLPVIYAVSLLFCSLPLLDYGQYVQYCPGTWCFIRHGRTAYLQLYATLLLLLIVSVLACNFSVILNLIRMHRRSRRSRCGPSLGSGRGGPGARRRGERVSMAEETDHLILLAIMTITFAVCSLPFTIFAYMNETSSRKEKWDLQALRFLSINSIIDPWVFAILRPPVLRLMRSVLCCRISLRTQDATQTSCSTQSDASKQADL
The depositor's hits bear a star; i = inactive; & = joins results of further samples.

SMILES	S1P4 antagonist	BaF3 tox	TRPML3 agonist	Ba/F3 V617F tox	Calpain2 inh	PERK inh	zfTRPN1 agonist	S1P4 agonist	EP2 mod
Cc1ccccc1NC(=S)Nc1ccc(Br)cc1	-20	6	1.7	-1	-10	0.8	1.7	-1.1	-18
CC(=O)c1ccc(OCC(C)C)c(CN2CCCCC2)c1	-15	0	0.9	-1	-17	-0.7	1.5	1.6	-11
O=C(Cn1nnc2c(sc3nc4c(c(-c5ccccc5)c32)CCC4)c1=O)c1ccccc1	-15	4	-0.1	-1	-29	0.5	-1.2	-0.6	18
NNC(=O)CN1C(c2ccc(Br)cc2)=Nc2ccc(Br)cc2C1c1ccccc1 (stereo not given)	3	5	1.1	3	25	-0.4	-0.7	-1.6	5
CCOc1ccc(C(=O)N2CCCCCC2)cc1	-17	0	0.7	1	-11	0.3	-0.3	-0.2	2
COc1cc(S(=O)(=O)n2cnc(C)c2)ccc1Br	-17	7	0.6	-1	20	-0.5	-1.1	3.8	8
C/C(CC(=O)NC1C2CC3CC(C2)CC1C3)=N\NC(=O)Cc1cccs1 (stereo not given)	-18	6	0.2	0	24	-0.2	-0.8	0.5	-12
O=C(/C=C/Nc1ccc(S(=O)(=O)Nc2ncccn2)cc1)c1ccc(Cl)c(Cl)c1	-4	3	0.3	5	-13	-0.1	2.4	3.2	1
Cn1c(NC(=O)c2ccccc2F)c(-c2cccs2)c(=O)c2ccccc21	-24	5	0.6	0	17	-1.6	1.4	1.7	5
O=C(CSc1nc2ccccc2c(=O)n1Cc1ccco1)N1CCCCCC1	16	9	-1.4	-2	11	-0.1	-1.6	-0.3	3
CCCCC(CC)C(=O)NCc1ccc(F)cc1 (stereo not given)	-10	3	0.1	1	-6	0.5	-1.2	-0.8	-1
COc1cc(C(=O)OC(C)CN2CCN(C)CC2)cc(OC)c1OC (stereo not given)	-12	0	0.0	-4	-15	-0.2	0.9	1.5	22
Cc1cc(C(=O)Nc2c[nH]c(=O)[nH]c2=O)ccc1[N+](=O)[O-]	-22	1	-0.1	-2	13	0.1	-1.6	-2.2	0
c1ccc(-n2nnnc2NC2CCCCCC2)cc1	-6	1	-0.6	-2	-1	2.5	3.7	-0.5	-60&-37
OCCN1CCN(CC(O)COc2ccc3ccccc3c2)CC1 (stereo not given)	-4	1	0.8	3	-17	1.0	1.3	2.1	-20
Cc1ccc2c(c1)C(O)(c1c(C)[nH]c3ccccc13)C(=O)N2 (stereo not given)	-1	3	1.1	-4	-28	0.6	2.3	0.9	-1
CCCC(O)(CCC)C(=O)NNc1ccccc1	-2	2	0.1	3	1	-0.1	-1.1	0.4	10
Clc1ccccc1Cc1noc(CN2CCN3CCCC3C2)n1 (stereo not given)	2	3	0.7	0	1	-0.2	-0.5	-2.2	-13
Cc1ccc(N=C2NC(=O)/C(=C\c3cccs3)S2)cc1C	-32	4	0.5	1	27	-0.4	-0.6	0.2	-34
c1ccc2[nH]c(CSc3nc4ccccc4s3)nc2c1	1	2	0.2	1	-14	-0.1	1.1	-0.2	-24
COc1cc(-c2cc3nc4ccccc4n3c(N)c2C#N)cc(OC)c1OC	-5	-4	0.4	4	-322	0.0	2.6	0.1	-8
N/C(=N\OC(=O)c1ccc2ccccc2c1)c1ccccn1	-8	9	-0.2	3	-23	1.1	0.1	1.6	-38
CCn1c(/C=N/NC(=O)c2ccc(OC)cc2)nc2ccccc21	-11	0	-0.9	-2	-300	-0.8	-0.8	0.6	-42
CCOC(=O)C1CCCN(/C=C2\SC(=S)N(CC)C2=O)C1 (stereo not given)	24	-4	2.0	0	-14	0.9	3.1	0.0	-6
COc1cccc(-c2nnc(SCC(=O)N3CCCC3=O)n2-c2ccccc2)c1	-16	4	0.4	2	15	-0.7	2.3	0.8	6

(list continues)
SMILES	S1P4 antagonist	BaF3 tox	TRPML3 agonist	Ba/F3 V617F tox	Calpain2 inh	PERK inh	zfTRPN1 agonist	S1P4 agonist	EP2 mod
Nc1nc2n(n1)C(c1ccccc1)CC(c1ccc(F)cc1)N2 (stereo not given)	-20	3	0.6	1	4	0.4	2.7	-0.3	-9
Cc1cccc(NC(=O)c2nc[nH]c2C(=O)Nc2ccccc2[N+](=O)[O-])c1	-1	2	1.0	-2	10	0.4	-0.9	-0.4	15
Cc1nc(CC(=O)N/N=C/c2ccc(OCC(=O)O)cc2)cs1	-15	-2	0.4	-2	20	2.2	2.5	-1.6	27
CC(C(=O)NCC1CCCCC1)N1CCN(S(=O)(=O)/C=C/c2ccccc2)CC1 (stereo not given)	-4	6	1.5	4	16	-1.6	-0.6	1.0	13
O=C(N/N=C/c1ccccn1)c1cccc([N+](=O)[O-])c1	4	5	0.0	2	16	0.2	-1.1	0.0	-29
Clc1ccc(Oc2cnns2)c(Cl)c1	9	1	0.5	-3	-3	0.7	0.5	-0.9	18
O=C(NCC1CCCO1)c1ccc(COc2ccc(Cl)cc2)cc1 (stereo not given)	-3	4	1.3	-5	7	2.8	3.2	-2.5	-55
CCOC(=O)Cc1cc(=O)n(-c2nc3ccccc3s2)[nH]1	-10	4	1.1	-3	-31	1.0	1.0	0.2	1
COc1cc(/C=C/c2cc(C(=O)O)c3ccccc3n2)ccc1OC(F)F	-9	-1	0.7	2	-30	0.3	-1.1	0.8	-53
CC1CCN(C(=O)Cn2c(=O)n(Cc3ccc4c(c3)OCO4)c(=O)c3ccccc32)CC1	-1	-1	-1.2	-3	-27	-0.6	-0.4	2.2	22
COC(CNC(=O)CSCc1nc(-c2ccc(SC)cc2)oc1C)OC	3	6	2.1	0	-31	1.4	2.1	0.5	-28
CC(C)(C)n1nc2c(c1NC(=O)COc1ccc(Cl)cc1)CSC2	6	4	0.5	0	-71	0.4	1.7	-1.6	26
OCc1ccccc1N=c1ssnc1Cl	17	0	0.8	-2	20	0.8	0.5	-0.3	1
CSc1nc2ccccc2n1C(=O)Oc1ccccc1	6	7	0.1	-1	-5	1.5	1.6	1.4	43
CCN(CC)CCOc1ncnc2c1oc1ccccc12	-30	1	-0.2	-1	19	-0.7	0.9	0.4	-8
CC(NC(=O)c1ccc(CS(=O)(=O)c2cccc(C(F)(F)F)c2)o1)c1ccc2c(c1)OCCO2 (stereo not given)	-6	4	0.3	-2	9	-1.0	-0.3	3.2	-7
CCOc1nc(-c2ccc(Cl)cc2Cl)ccc1C#N	-17	-2	-0.5	-2	-13	0.0	-1.5	0.4	38
CC(=O)c1cccc(NC(=O)C=C(C)C)c1	-12	1	0.1	-1	-7	0.6	-0.5	0.7	1
CC(=O)/C=C\c1cn(-c2ncc(C(F)(F)F)cc2Cl)c2ccccc12	-2	1	-1.1	-4	19	-0.5	-1.1	0.1	25
Cc1ccc2c(C)ccc(O)c2n1	-4	5	0.1	1	-6	1.5	-0.2	2.1	-11
O=C(Cn1c(=O)c2sccc2n(Cc2ccc([N+](=O)[O-])cc2)c1=O)NCCc1ccccc1	2	2	0.5	1	23	-0.4	0.3	0.5	11
Cc1ccc(-c2cc(C(=O)N3CCCc4ccccc43)c3ccccc3n2)cc1	1	9	0.2	3	6	-0.3	0.6	3.5	47
COc1ccc(NC(=O)c2cc(C(C)C)on2)cc1OC	-4	5	0.0	2	-8	0.5	0.4	-0.1	18
Cn1c(SCc2cc([N+](=O)[O-])cc3c2OCOC3)nnc1-c1ccccn1	-3	-2	1.0	0	-19	0.5	0.8	0.3	3
COc1ccc([N+](=O)[O-])cc1NC(=O)N(C)Cc1ccco1	-4	-1	-0.2	0	-10	-1.1	-0.5	1.3	-14

Four entries picked at random from those above, as already listed:
SMILES	S1P4 antagonist	BaF3 tox	TRPML3 agonist	Ba/F3 V617F tox	Calpain2 inh	PERK inh	zfTRPN1 agonist	S1P4 agonist	EP2 mod
CSc1nc2ccccc2n1C(=O)Oc1ccccc1	6	7	0.1	-1	-5	1.5	1.6	1.4	43
COc1cc(/C=C/c2cc(C(=O)O)c3ccccc3n2)ccc1OC(F)F	-9	-1	0.7	2	-30	0.3	-1.1	0.8	-53
CC(=O)/C=C\c1cn(-c2ncc(C(F)(F)F)cc2Cl)c2ccccc12	-2	1	-1.1	-4	19	-0.5	-1.1	0.1	25
CCOc1nc(-c2ccc(Cl)cc2Cl)ccc1C#N	-17	-2	-0.5	-2	-13	0.0	-1.5	0.4	38

Next records:
SMILES	S1P4 antagonist	BaF3 tox	TRPML3 agonist	Ba/F3 V617F tox	Calpain2 inh	PERK inh	zfTRPN1 agonist	S1P4 agonist	EP2 mod
O=C(CCl)Nc1ccc(N=Nc2ccccc2)cc1	-18	2	1.8	28*	-1	0.8	1.6	0.6	-56
CCCCc1nc(NCc2ccccc2)c(C#N)c2c1CCCC2	-5	8	0.6	2	-26	0.5	-0.2	1.0	23
Cc1ccc(N(CC(N)=O)C2SC(=O)N(Cc3ccccc3)C2=O)cc1 (stereo not given)	1	3	0.5	-6	9	1.1	1.2	0.5	-9
Cc1ccc(CN/C=C/C(=O)c2ccc(Br)cc2)cc1	1	1	0.5	0	2	0.2	1.5	-1.4	-32
CCCCc1c(C)nc(Nc2ccc(OC)cc2)[nH]c1=O	-15	1	-0.3	-5	20	1.2	1.4	2.8	-1
O=C(c1ccccc1)N1CCN(c2ccc(NCc3ccc4c(c3)OCO4)cc2)CC1	3	4	0.1	-1	12	-0.9	1.7	0.1	-23
Fc1ccc(-c2csc(=S)[nH]2)cc1	-2	-2	0.3	-7	15	0.7	0.3	-1.5	-11
Cc1ccc(NC(NC(=O)c2ccccn2)C(Cl)(Cl)Cl)cc1 (stereo not given)	-2	10	1.4	-1	1	-0.5	1.8	0.6	-25
COC(=O)C1CCN(C(=O)NC(C)(C)C)CC1	-11	5	0.3	3	8	0.9	1.6	-0.8	22
C=CCc1cccc(OC)c1OCCOCCNCCO	-13	6	0.7	3	20	0.3	-0.6	0.1	22
O=C(NC1CCN(C(=O)C2CCCCC2)CC1)c1ccccc1	3	-3	0.6	2	-15	0.0	0.1	1.9	-3
CCCN=C(C)c1c(-c2ccccc2)[nH]n(-c2nc3ccccc3s2)c1=O	1	2	1.3	-2	i	-0.4	-0.2	-4.9	-9
Cc1ccc(Cl)cc1NC(=O)CCC(=O)O	2	-2	0.8	-4	-4	1.0	-0.6	-0.1	-22
COc1ccc(C(C)NC(=O)C2CCCO2)cc1OC (stereo not given)	-5	1	0.6	-6	-12	0.0	0.1	-1.4	20
Cc1nnc(SCc2nc(N)nc(Nc3ccccc3)n2)s1	0	-2	0.3	-5	-9	0.0	1.0	2.3	-25
CCSc1nc(N)c(C#N)c(-c2ccco2)c1C#N	-14	5	0.9	0	16	0.2	0.7	3.3	-27
O=S(=O)(Nc1cccc(-c2nc3cccnc3s2)c1)c1cccs1	2	6	0.7	0	-24	1.0	0.8	0.7	-28
COc1cc(CC(=O)NCc2ccccn2)cc(OC)c1OC	-11	5	0.3	2	-36	0.3	0.0	0.2	19
COC(=O)C1=C(C)N(c2ccccc2)/C(=C/c2cccs2)C1=O	15	3	0.7	0	-30	0.1	1.0	-0.1	3
COc1ccc(-c2cc3ccccc3oc2=O)cc1NC(=S)NC(=O)c1ccc2c(c1)OCCO2	-9	0	1.1	-8	-31	0.5	-0.3	1.4	-1
C=CCC(C#Cc1ccccc1)N(C)C (stereo not given)	3	5	0.6	3	-6	1.0	0.7	0.3	13
Cc1c(Cl)cccc1NC(=O)CN1CCC(C(O)(c2ccccc2)c2ccccc2)CC1	-13	1	0.1	-3	-18	-0.2	0.3	1.2	25

Compound activity from PubChem BioAssay.
